Pf Dd2 inh = qHTS Primary assay for Inhibitors of Plasmodium falciparum Dd2 growth in vitro; P. falciparum Dd2 growth, SYBR Green, 72 h; Potency, µM (titrated, usually from 28.9 µM), inactives show top-dose activity, negative = inhibition, most hits filed as inhibitors; 4.3% of 120,000 active; AID 1347417, 2020; active = well fitted inhibition curve with a large enough effect; inconclusive = small, poorly fitted or top-dose-only effect; inactive = no such curve, though single readings can be large or run the other way;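 also: plate controls were DMSO vehicle for no effect and reference drug for full effect; nearly all actives have a fitted effect of over 65% in size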
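Readout: SYBR Green fluorescence, 485 nm excitation, 535 nm emission, after ~16 h lysis at 37C. Before that, Dd2-infected red cells (2.5% hematocrit) grew 72 h with compound, 29 uM top final concentration.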
An asterisk follows results filed as active; i = inactive; u = inconclusive; [ ] = another dose, or the depositor's remark. Potency is read from the fitted curve at half-maximal effect. The list is partial (hit frequency here may not be typical).

SMILES	Pf Dd2 inh
Cc1ccccc1OCC(=O)Nc1ccccc1C(=O)OCc1cc(=O)n2ccsc2n1	u
COc1ccc(C(=O)N2CCC3(CC2)N(C)C(=O)CS3(=O)=O)cc1OC	12%
CSc1ccc(/C=C/c2nc3ccccc3n2S(=O)(=O)c2ccc(F)c(C)c2)cc1	i
CC1Oc2ccc(NC(=O)c3c(F)cccc3F)cc2CN(Cc2ccc(Cl)cc2)C1=O (stereo not drawn)	u
COCCNC(=O)N1CCc2nc(N(C)C)[nH]c(=O)c2CC1	10%[5.79 µM]
Cc1cc(-c2cc3c(ccn3C)c(C(=O)NCc3c(C)cc(C)[nH]c3=O)n2)ccn1	u
O=C(NC1CCCC1)c1cc(CN2CCOCC2)on1	-2%
CC(C)CCN1CCCC2(C1)C(=NC1CCCCC1)NC(=O)N2c1cc(F)cc(F)c1 (stereo not drawn)	4µM*
O=c1n(-c2cccc(Cl)c2)nc2n1CCN(Cc1ccccc1)C2	u
COc1ccc(-c2ccccc2NC(=O)C2CCCN2C(=O)CC(C)(C)C)cc1 (stereo not drawn)	-3%
COc1ccccc1N1CCN(C(=O)CC[C@]23CC[C@](C)(O)C[C@H]2C(C)(C)C[C@@H]3NC(=O)c2ccc(C(F)(F)F)cc2)CC1	u
O=C(NC1CCCCC1)C1CN(C(=O)c2ccccc2Br)CC12CCOCC2 (stereo not drawn)	-3%
COc1cccc(-c2n[nH]c3c2CN(C(=O)c2oc(C)cc2C)CC3)c1	-5%
O=C(O)CCCC(=O)N[C@H]1CO[C@H]2[C@@H]1OC[C@@H]2Nc1nccc(-c2ccc(-c3ccccc3)cc2)n1	u
NCCO[C@H]1C[C@@H](O)C12CCN(S(=O)(=O)c1cccnc1)CC2	-12%
C=C[C@H]1CN2CC[C@H]1C[C@@H]2CNC(=O)Nc1cccc(SC)c1	u
Cn1nnnc1SCCNCc1ccccc1OCc1ccc(Cl)cc1Cl	u
Cc1noc(C)c1S(=O)(=O)N1CCCC(Cc2noc(-c3ccncc3)n2)C1 (stereo not drawn)	-5%
COc1ccc(-c2noc(-c3ncn4c3COC(c3ccc(F)cc3)C4)n2)cc1OC (stereo not drawn)	8.9µM*
O=C(NC1CCN(c2cc(-c3ccc(Cl)cc3)[nH]n2)CC1)c1ccccn1	u
COc1cc2c(cc1OC)C(CNC(=O)CC(C)C)N(C(=O)Nc1cccc(C)c1)CC2 (stereo not drawn)	u
N#Cc1cccc(CN2CC(CNC(=O)C3CCOCC3)C3(C2)CN(c2ccccc2)C3)c1 (stereo not drawn)	i
O=C(C1=NO[C@@H]2CN(Cc3ccc(F)cc3)C[C@H]12)N1CCN(c2ccccn2)CC1	-8%[44.1 µM]
CNC(=O)CCn1ncc2cc(OCc3ccccc3-c3ccccc3C)ccc21	u
COc1ccc(-c2cc(N3CCCN(C(=O)c4cnccn4)CC3)n[nH]2)cc1	i

Ordered by SMILES length (rising): part of the list above.
SMILES	Pf Dd2 inh
O=C(NC1CCCC1)c1cc(CN2CCOCC2)on1	-2%
Cn1nnnc1SCCNCc1ccccc1OCc1ccc(Cl)cc1Cl	u
COCCNC(=O)N1CCc2nc(N(C)C)[nH]c(=O)c2CC1	10%[5.79 µM]
O=c1n(-c2cccc(Cl)c2)nc2n1CCN(Cc1ccccc1)C2	u
CNC(=O)CCn1ncc2cc(OCc3ccccc3-c3ccccc3C)ccc21	u
O=C(NC1CCCCC1)C1CN(C(=O)c2ccccc2Br)CC12CCOCC2 (stereo not drawn)	-3%
COc1cccc(-c2n[nH]c3c2CN(C(=O)c2oc(C)cc2C)CC3)c1	-5%
COc1ccc(C(=O)N2CCC3(CC2)N(C)C(=O)CS3(=O)=O)cc1OC	12%
COc1ccc(-c2cc(N3CCCN(C(=O)c4cnccn4)CC3)n[nH]2)cc1	i
COc1ccc(-c2noc(-c3ncn4c3COC(c3ccc(F)cc3)C4)n2)cc1OC (stereo not drawn)	8.9µM*
CC(C)CCN1CCCC2(C1)C(=NC1CCCCC1)NC(=O)N2c1cc(F)cc(F)c1 (stereo not drawn)	4µM*
COc1cc2c(cc1OC)C(CNC(=O)CC(C)C)N(C(=O)Nc1cccc(C)c1)CC2 (stereo not drawn)	u
N#Cc1cccc(CN2CC(CNC(=O)C3CCOCC3)C3(C2)CN(c2ccccc2)C3)c1 (stereo not drawn)	i
Cc1cc(-c2cc3c(ccn3C)c(C(=O)NCc3c(C)cc(C)[nH]c3=O)n2)ccn1	u
O=C(C1=NO[C@@H]2CN(Cc3ccc(F)cc3)C[C@H]12)N1CCN(c2ccccn2)CC1	-8%[44.1 µM]
O=C(O)CCCC(=O)N[C@H]1CO[C@H]2[C@@H]1OC[C@@H]2Nc1nccc(-c2ccc(-c3ccccc3)cc2)n1	u
COc1ccccc1N1CCN(C(=O)CC[C@]23CC[C@](C)(O)C[C@H]2C(C)(C)C[C@@H]3NC(=O)c2ccc(C(F)(F)F)cc2)CC1	u

New compounds follow:
SMILES	Pf Dd2 inh
CCOc1cc(CN2CCN(S(=O)(=O)c3ccc(C)cc3)CC2)ccc1OC	u
COc1ccc(NC(=O)c2c(NC(=O)COc3ccccc3)sc3c2CCC(C(C)(C)C)C3)cc1 (stereo not drawn)	u
Cc1ccc(C)c(NC(=O)CN2C(=O)NC3(CCCCC3)C2=O)c1	15%
O=C(CCc1c[nH]c2ccccc12)N1CCC([C@@H]2CNC[C@H]2CO)CC1	10%
O=C(CSc1nc(-c2ccc(F)cc2)[nH]c1-c1ccc(F)cc1)Nc1ccc2c(c1)OCCO2	u
Cc1ccc2c(C(=O)N3CCOCC3)cc(NC(=O)C(C)C)cc2n1	-9%
COc1cccc(N2C(=O)N[C@@H]3CCN(C(=O)c4ccc(C(F)(F)F)cc4)[C@@H]3C2=O)c1	i
COc1ccc(-c2csc3ncnc(Nc4ccccc4)c23)cc1	109%[activator]
CC1=C[C@@H](CNCc2ccc(C#N)cc2)[C@H](C(C)C)C[C@H]1Cc1nnc(-c2cccnc2)o1	-19%
Fc1ccc(CN2CCC3(CC2)CC(c2cccnc2)=NO3)cc1	u
Cc1cc(Cl)ccc1NC(=O)CCS(=O)(=O)c1cc2c(cc1C)NC(=O)CO2	19%
CCNC(=O)[C@@H]1C[C@H](NC(=O)CSc2ccccc2)CN1C1CCCC1	-7%
COc1cccc([C@H]2CN(C(=O)Cc3cnc[nH]3)[C@@H]3C4CCN(CC4)[C@H]23)c1	5%
O=C(c1ccc(-c2ccc(N3CCSCC3)nc2)cc1)N1CCOCC1	i
Cc1ccn2cc(-c3ccc(C)c(NS(=O)(=O)c4ccc(Cl)cc4)c3)nc2c1	u
COc1ccc(-c2nnc3n2CCN([S+](=O)([O-])c2c(C)noc2C)C3)cc1	20%
CCOc1ccccc1NS(=O)(=O)c1cc(-c2cnc(C3CC3)o2)ccc1C	-14%
Fc1ccc(CN2CCNc3cnc(OCc4cccnc4)cc3C2)cc1F	i
COc1ccc(CCN2C(=O)N(c3cccc(C)c3)C(=O)C2CC(=O)Nc2ccccc2)cc1OC (stereo not drawn)	18%
CCCCN1C(=O)c2ccccc2C(C(=O)Nc2nncs2)C12CCCC2 (stereo not drawn)	u
COc1cccc(CN2Cc3nc(-c4ccsc4)ccc3OCC2=O)c1	-12%[44.1 µM]
O=C(Cc1cccc(Cl)c1)N1CCC2(C1)C(=O)N(CCc1ccccc1)c1ccccc12 (stereo not drawn)	u
O=C(NCc1ccc(F)cc1)c1cnc2n[nH]c(-c3ccccc3)c2n1	25%[44.1 µM]
CN(C)CCCOc1ccc(-c2cnc(N)cn2)cn1	2%
COc1ccc(C(=O)N2CCn3c(nn(-c4ccc(OC)cc4)c3=O)C2)cc1	3%

New compounds follow:
SMILES	Pf Dd2 inh
COc1ccc(C(=O)Nc2ccc(-c3nnc4n3CCCC4)cc2)cc1F	u
c1ccc(Nc2cc3c(cn2)NCCN(Cc2ccsc2)C3)cc1	i
Nc1ccc(N2CCN(c3ncc(C(F)(F)F)cc3Cl)CC2)c(C(F)(F)F)c1	12%
CCC1CN(C(=O)Nc2cccc3c2CCCC3)c2cc(Cl)ccc2O1 (stereo not drawn)	u
Cc1ccc(C(=O)N2CC[C@H](N3CCOCC3)[C@H](CCCO)C2)cc1Cl	-10%
CCOc1ccc(NC(=O)c2c(NCc3cccs3)sc3c2CCCCC3)cc1	u
Cc1cccc(NC(=O)N2CCc3c(sc4c3CCCC4)C2c2ccc(F)cc2)c1 (stereo not drawn)	u
Cc1ccccc1CN1CCC(CNc2ncnc3onc(-c4ccc(Cl)cc4)c23)CC1	8.9µM*
O=C(NC1CCCCCC1)C1CCN(C(=O)N2CCOc3ccccc32)CC1	-19%
C[C@]1(CO)C2CC[C@@H](O)[C@@H](CC(=O)N3CC[C@@H](O)C3)[C@]2(C)CC[C@H]1OC(=O)Nc1ccc(Oc2ccccc2)cc1 (stereo partly drawn)	-6%
CCOC(=O)c1c(NC(=O)/C=C/c2ccc(C)cc2)sc(C(C)=O)c1C	7%
CCOC(=O)c1cc(OC(=O)c2ccc(OC)c(OC)c2)n(-c2ccccc2)n1	26%
COc1cccc(C(=O)NC2CCN(c3cc(-c4ccc(Cl)cc4)[nH]n3)CC2)c1OC	-8%
CCCS(=O)(=O)N1CC[C@H](c2nc(C)no2)[C@H](NC(=O)C2CC2)C1	-24%[5.79 µM]
Cc1noc([C@@H]2CC(F)(F)CN2C(=O)c2ccoc2)n1	i
CCCN1Cc2cccc(C(=O)Nc3ccccc3C(=O)OC)c2C1=O	1%
Cc1n[nH]c(C)c1CCC(=O)N1CC[C@@H](NC(=O)c2cccnc2)[C@H](O)C1	-16%
O=C(c1ccccn1)N1CCC2(Cc3ccccc3NC2=O)C1 (stereo not drawn)	-16%[44.1 µM]
C=CCC1(C(=O)O)CCCN(Cc2ccc(OC)c(COC)c2)C1 (stereo not drawn)	-7%
CCCCC(=O)Nc1c(C(=O)N2CCN(c3ccccc3)CC2)oc2ccccc12	-24%
COCCNC(=O)C1CCCN(S(=O)(=O)c2ccc3c(ccn3C)c2)C1 (stereo not drawn)	37%[activator]
COc1ccc(OC)c(CNC(=O)c2ccc3c(c2)N(S(C)(=O)=O)CC3)c1	i
Cc1cc(C)cc(N2CCn3c2nc2c3c(=O)n(CCc3ccccc3)c(=O)n2C)c1	-10%
C#CC(C)(CC)NC(=O)Cn1nnc(-c2ccc(OCc3ccccc3F)cc2)n1 (stereo not drawn)	-22%
O=c1c2c(n(Cc3cccnc3)n1-c1ccccc1)CN(Cc1ccccc1Cl)CC2	u

Next section:
SMILES	Pf Dd2 inh
COC(=O)c1c(C)sc(-c2c(-c3cccc(OC)c3)[nH]c3c2c(=O)[nH]c(=O)n3C)c1O	9%
O=C1NC2(CN([S+](=O)([O-])c3cccc(C(F)(F)F)c3)C2)Oc2ccccc21	u
O=C(NC1CC1)[C@@H]1C[C@H](Oc2ccccc2)CN1S(=O)(=O)c1cccc(F)c1	12%
CCc1[nH]c2c(CNC(=O)CC3NC(=O)c4ccccc43)cc(C)cc2c1C (stereo not drawn)	-1%
O=C(NCc1ccccc1Cl)C1CCCN(C(=O)c2cnn(-c3ccc(F)cc3)c2-n2cccc2)C1 (stereo not drawn)	i
CN(C)c1ncc2c(n1)C(C)(C(=O)NCC1CC1)CCC2 (stereo not drawn)	7%[44.1 µM]
CCc1ccc(NC(=O)C2(c3cccs3)CCOCC2)cc1	49%[activator]
O=C(Nc1ccc2c(c1)OCO2)c1cc(-c2ccc(Br)cc2)on1	84%[activator]
COc1ccc(-c2nc(CS(=O)CC(=O)NCCc3ccccc3)c(C)o2)cc1OC (stereo not drawn)	-13%
Cc1cccc(C(=O)N2CCC(c3n[nH]c(=O)n3-c3ccccc3)CC2)c1	-27%
COc1cccc(CCC(=O)N2Cc3ccccc3OC3(CCN(C)CC3)C2)c1	u
CC(C(=O)Nc1cc(C(F)(F)F)ccc1Cl)n1nnc2sc3c(c2c1=O)CCCC3 (stereo not drawn)	20%
CCOc1ccc(C2C(C(=O)Nc3ccccc3C)=C(C)Nc3nnnn32)cc1 (stereo not drawn)	84%[activator]
CC(=O)N1CCC(C2CCN(Cc3cccc(F)c3F)C2)CC1 (stereo not drawn)	i
COc1ccc(-c2noc(COc3cc(C)c(Br)c(C)c3)n2)cc1OC	20%
O[C@@H]1C[C@@H](c2nc(-c3ccccc3)no2)N(Cc2ccccc2)C1	i
COc1ccc(CCNC(=O)C(C)n2nc(C)c3sc4ccccc4c3c2=O)c(OC)c1 (stereo not drawn)	-19%
COCc1nc(C2CC(NC(=O)CCc3c[nH]c4ccccc34)C2)cc(=O)[nH]1 (stereo not drawn)	9%
CCCCn1cc(S(=O)(=O)c2ccc(OC)cc2)c(=O)c2cc(F)c(N3CCCC3)cc21	-12%
CCc1cccc(NC(=O)C2CCCN2S(=O)(=O)c2ccc3c(c2)n(C)c(=O)c(=O)n3C)c1 (stereo not drawn)	u
COc1ccc(OC)c(CCNC(=O)c2c(C)nn(-c3ccc(F)cc3)c2-n2cccc2)c1	5%
COc1cc(-c2cc3c(nc2-c2ccccc2)nc(C(=O)NCCN(C)C)n3C)ccn1	i
O=C(CCC1CCN(C(=O)c2cc(C3CC3)[nH]n2)CC1)N1CCC(Cc2ccccc2)CC1	i
CCCN1C(=O)CCc2cc(NC(=O)c3ccn(CC)n3)ccc21	i
CCCCc1nn2c(=O)cc(COC(=O)c3cccc(OC)c3)nc2s1	i
CCOC(=O)c1sc(N2C(=O)c3oc4ccc(F)cc4c(=O)c3C2c2ccc(O)cc2)nc1C (stereo not drawn)	u
CCN1CCN(c2ccc(-c3nc(CCCc4ccccc4)no3)cn2)CC1	10µM*
C[S+](=O)([O-])N1CC2(CCN(Cc3cccnc3)C2)Cc2ccccc21 (stereo not drawn)	u
COc1ccc(CNC(=O)c2cnn3c(C)c(Cc4c(F)cccc4Cl)c(C)nc23)cc1	u

Screens: PubChem BioAssay, National Center for Advancing Translational Sciences (NCATS)
